Assay outcomes deposited in PubChem by National Center for Advancing Translational Sciences (NCATS).
Giardia killer – Giardia lamblia killing; Giardia lamblia trophozoite viability; activity change, % at 7.66 µM, hits read low; 340,000 tested, 0.15% active; AID 540267; in the data active = activity change below about -80%; inconclusive = between about -30% and that limit;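 note: parasites exposed to compound for two days anaerobically before the ATP read; % is set by controls: 0 for no effect and ±100 for the full control effect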
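Killing of trophozoites was scored by loss of ATP luminescence after a 48 hrs anaerobic exposure to compounds at 37 deg C, using 100 cells per well.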
Coupling enz – coupling enzyme interference in Giardia aldolase counter-screen. activity change, negative = inhibition, % at 58.2 µM, hits read low. coupling enzyme system counterscreen, AmpLite Red fluorescence. 290,000 tested, 0.67% active; in the data active = activity change below about -30%; note: % is set by controls: 0 for no effect and ±100 for the full control effect
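Counterscreen of the coupled detection system alone, without aldolase: glyceraldehyde-3-phosphate coupling enzymes plus AmpLite Red readout. Compounds at 57.5 uM final, 10 min RT preincubation, 20 min RT reaction, fluorescence 525/598 nm.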
B2AR arrestin – beta2AR (human) beta-arrestin recruitment activity | beta-arrestin recruitment to beta2AR, cell-based reporter | 330,000 tested, 0.02% active | Potency, µM (top dose mostly 46.1 µM), for inactives: at the highest dose activation, most hits filed as activators | AID 492947 | P07550;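 note: potency is the fitted concentration of half-maximal effect; 0% = DMSO controls and full agonism = EC100 isoproterenol or metaproterenol; nearly all actives have a fitted effect of over 65% in size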
Target sequence (P07550 whole entry, looked up): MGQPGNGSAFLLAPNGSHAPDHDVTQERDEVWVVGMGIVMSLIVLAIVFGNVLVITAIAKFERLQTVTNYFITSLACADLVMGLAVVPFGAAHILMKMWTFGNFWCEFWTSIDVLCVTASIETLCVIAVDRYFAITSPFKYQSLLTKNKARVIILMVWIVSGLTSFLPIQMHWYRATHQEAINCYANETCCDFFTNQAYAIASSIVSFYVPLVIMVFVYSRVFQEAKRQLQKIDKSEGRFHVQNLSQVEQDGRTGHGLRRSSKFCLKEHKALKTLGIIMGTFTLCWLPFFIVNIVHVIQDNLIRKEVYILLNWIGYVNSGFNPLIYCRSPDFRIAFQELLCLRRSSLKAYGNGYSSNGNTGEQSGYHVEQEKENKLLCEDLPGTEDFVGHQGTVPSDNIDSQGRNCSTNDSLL
Menin MLL FP TR – inhibitors of human menin-MLL interaction, mutant MLL peptide; O00255; Menin + Texas Red MLL mutant peptide, fluorescence polarization; Potency, µM (top dose mostly 61.6 µM), without a hit: at the top dose FP activity change, negative = inhibition, usual class: inhibitors; 270,000 tested, 0.23% active; AID 1768; active = well fitted inhibition curve with a large enough effect in the polarisation, with a control signal flat, not every such curve was filed as active; inconclusive = small, poorly fitted or top-dose-only effect, or effect the other way, or a change in a side signal; inactive = no such curve, though single readings can be large or run the other way; the % refers to the polarisation; note: potency is the fitted concentration of half-maximal effect; % of control where 0% means no effect; many of its hits are not listed in these tables
TRPV1 agonist – human TRPV1 agonism | 320,000 tested, 0.19% active | activation, % at 8.33 µM | AID 540275 | Q8NER1 | TRPV1-expressing cells, Fluo-8 calcium influx, agonist mode; in the data active = activation above about 80%; inconclusive = between about 30% and that limit; note: 0% is about no effect
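Cells expressing TRPV1 were dye-loaded with Fluo-8 and read kinetically: 10 s baseline, 3 min after compound (agonist portion), then 2 min after EC20 capsaicin (allosteric enhancer portion). Calcium-bound dye fluorescence at 480/520 nm.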
KCNH2 3.1 block – blocks the human KCNH2 3.1 channel isoform. AID 720553. 340,000 tested, 0.95% active. U2OS KCNH2 3.1, thallium flux FluxOr; stronger effect = lower value. activity change, % (tested at about 1.8 µM);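 active = maximum activity change below -70%; inconclusive = maximum activity change from -70% to -50%; inactive = maximum activity change above -50%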;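 note: thallium influx rate constant from kinetic fluorescence after stimulation buffer; % is set by controls: 0 for no effect and ±100 for the full control effect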
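Thallium flux via FluxOr fluorescence (Red40 quencher, 45 min loading) in U2OS cells virally expressing the KCNH2 3.1 isoform (1.77 x 10^8 /mL virus, overnight at 37 C). Rate constants from 2-min kinetic reads post-stimulation, normalised to positive and negative controls.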
USP2a inh – USP2a (human) protease inhibition | O75604 | USP2 core, Ub-CHOP2 coupled fluorogenic reporter, 485/531 | Potency, µM (titrated, usually from 38.3 µM), without a hit: at the highest dose activity change, negative = inhibition, most hits filed as inhibitors | 330,000 tested, 0.01% active;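 note: potency is the fitted concentration of half-maximal effect; plate controls were DMSO wells for no effect and full inhibition by NEM control for full effect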
Target sequence (O75604 whole entry, looked up): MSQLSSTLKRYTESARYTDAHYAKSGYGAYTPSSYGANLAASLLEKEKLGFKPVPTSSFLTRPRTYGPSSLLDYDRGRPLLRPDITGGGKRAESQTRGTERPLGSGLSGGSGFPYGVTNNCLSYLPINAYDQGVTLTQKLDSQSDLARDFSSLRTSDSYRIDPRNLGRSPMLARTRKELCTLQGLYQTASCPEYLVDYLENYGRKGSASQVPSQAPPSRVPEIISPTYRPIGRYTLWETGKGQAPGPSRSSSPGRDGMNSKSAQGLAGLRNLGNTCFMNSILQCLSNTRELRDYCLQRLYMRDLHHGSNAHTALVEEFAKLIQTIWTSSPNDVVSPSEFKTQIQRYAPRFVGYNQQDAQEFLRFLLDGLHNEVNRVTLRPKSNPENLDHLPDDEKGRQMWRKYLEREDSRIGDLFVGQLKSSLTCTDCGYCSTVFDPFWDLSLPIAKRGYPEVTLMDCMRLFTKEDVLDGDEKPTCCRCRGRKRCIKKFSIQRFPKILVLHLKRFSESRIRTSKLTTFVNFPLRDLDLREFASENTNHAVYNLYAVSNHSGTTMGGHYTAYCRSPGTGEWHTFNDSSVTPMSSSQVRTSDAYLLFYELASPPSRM
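USP2 core (10nM final) preincubated 30min RT with compound in 20mM Tris-HCl pH 8.0, 2mM CaCl2, 2mM beta-mercaptoethanol, 0.05% CHAPS; 25nM Ub-CHOP2 plus 25nM reporter substrate added, fluorescence (Ex485/Em531) read after 60min.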
PKM2 act – increases activity of human pyruvate kinase M2. purified PKM2, Kinase-Glo ATP luminescence, activation; response scale: 0% is enzyme alone, no compound. Potency, µM (titrated, usually from 57.5 µM), for inactives: at the top dose activation, actives largely listed as activators. 260,000 tested, 0.34% active; note: potency is the fitted concentration of half-maximal effect; % is set by controls: 0 for no effect and ±100 for the full control effect; nearly all actives have a fitted effect of over 55% in size
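Purified hPK-M2 (>95% pure) converted ADP (0.1 mM final) to ATP with 0.5 mM PEP in 50 mM imidazole pH7.2, KCl, MgCl2, Tween 20, BSA; 1 h at room temperature. ATP detected by Kinase-Glo luminescence.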
KCNH2 WT inh – inhibitors of human wildtype KCNH2 potassium channel. Q12809. U2OS, BacMam KCNH2, thallium flux FluxOr; stronger effect = lower value. activity change, % at 1.84 µM. 340,000 tested, 0.37% active. AID 720551;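 active = maximum activity change below -70%; inconclusive = maximum activity change between -70% and -50%; inactive = maximum activity change above -50%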; note: % is set by controls: 0 for no effect and ±100 for the full control effect
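U2OS cells were transduced with wild-type KCNH2 virus (2.03 x 10^8 / mL) for 4 h at room temperature, then cultured overnight at 37 C. Thallium flux was read with FluxOr dye. Rate constants were normalized to DMSO controls.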
GALK inh – blocks human galactokinase activity. 270,000 tested, 0.007% active. Potency, µM (highest dose often 57.5 µM), inactives show top-dose activity change, negative = inhibition, usual class: inhibitors. P51570. Purified GALK, Kinase-Glo residual ATP luminescence. AID 1868; note: potency is the fitted concentration of half-maximal effect; % is set by controls: 0 for no effect and ±100 for the full control effect
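The enzyme phosphorylates galactose (100 uM) using ATP (35 uM); inhibition is detected as higher residual ATP, quantified by bioluminescence after 1 h reaction at room temperature, pH 8.0.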
MLL CXXC-DNA inh – blocks binding of human MLL CXXC domain to DNA. Q03164. MLL-CXXC / FITC-HOXA9 DNA fluorescence polarization. Potency, µM (top dose mostly 115 µM), inactives show at the highest dose activity change, negative = inhibition, most hits filed as inhibitors. 290,000 tested, 0.037% active; active = well fitted inhibition curve with a large enough effect in the polarisation, with a control signal flat, not every such curve was filed as active; inconclusive = small, poorly fitted or top-dose-only effect, or effect the other way, or a change in a side signal; inactive = no such curve, though single readings can be large or run the other way; the % refers to the polarisation; note: potency is the fitted concentration of half-maximal effect
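Fluorescence polarization: 7 uM MLL-CXXC (stock) preincubated 5 min with compounds, then 50 nM fluorescein-HOX-A9 DNA (stock) added; 30 min ambient. Buffer 50 mM Tris-HCl pH 7.5, 50 mM NaCl, 1 mM DTT, 0.05% BSA.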
The depositor's hits bear a star; ? = inconclusive; . = not tested or not shown; [ ] = dose if it differs, or a comment. Unless noted, calls come from the whole dose curve; as a rule, active = well fitted curve in the direction sought with a large enough effect; inconclusive = small, poorly fitted or top-dose-only effect, or another doubt; inactive = no such curve, though single readings can be large; an effect the other way counts as inactive or inconclusive. Only part of the results is shown. The share of hits here may be higher or lower than overall.

SMILES	Giardia killer	Coupling enz	B2AR arrestin	Menin MLL FP TR	TRPV1 agonist	KCNH2 3.1 block	USP2a inh	PKM2 act	KCNH2 WT inh	GALK inh	MLL CXXC-DNA inh
Cc1[nH]c2ccc(-c3nnc(SCC(=O)c4ccc(F)cc4)o3)cc2c1C	-2	2	-0.5%	3%	1	1	-1%	-2%	-1	0%	3%
Cn1nc(C(=O)OCC(=O)NCc2ccc(Cl)cc2)c2ccccc2c1=O	17	.	0.0%	.	.	-3	2%	.	-5	.	.
O=C(Oc1cc(Cl)ccc1Cl)C1=CC=CN2CCS(=O)(=O)N=C12	-12	.	-1.7%	.	-2	11	-2%	.	3	.	.
CN(CCOc1ccccc1)CC(=O)Nc1ccc(S(=O)(=O)N2CCCC2)cc1	6	2	0.4%	.	5	0	0%	?	-1	.	-1%
CCC(C)N1C(=O)CCC1C(=O)N1CCN(c2ccc(F)cc2)CC1 (stereo not given)	-6	2	-0.3%	0%	-6	-20	-10%	-5%	-3	2%	3%
CCCOc1ccc(C(F)(F)F)cc1NC(=O)CCc1c(C)noc1C	22	.	-1.0%	.	3	-6	-1%	.	-3	.	.
CC(=O)N1CCN(c2cc(N3CCCC3)c(F)cc2[N+](=O)[O-])CC1	-6	1	0.4%	1%	5	-1	-2%	-1%	-13	4%	0%
CCOc1ccc(C2=C/C(=C/c3cccnc3)C(=O)O2)cc1	-1	5	-0.2%	10%	.	19	-4%	1%	-14	-5%	6%
CC1=C(C(=O)N(C)C)C(c2ccc(Cl)c(Cl)c2)NC(=O)N1 (stereo not given)	-2	0	-0.1%	1%	-2	1	2%	8%	0	2%	-2%
O=[N+]([O-])c1cc(Cl)ccc1Sc1cccc2cccnc12	10	-23	-0.5%	?	-6	4	2%	10%	2	4%	24%
CN(C)C(=O)COC(=O)c1cc(Cl)cc(Cl)c1N	21	0	-0.2%	0%	-1	-8	0%	1%	-3	-2%	15%
CC(=O)c1cc(C#N)c(SCCC(C)C)nc1C	9	-2	0.1%	0%	16	3	0%	-8%	-7	-2%	-2%
O=C(COc1ccc(Cl)cc1)NCc1ccccc1	-23	0	-0.3%	3%	29	23	-1%	-1%[11.5 µM]	-9	-1%	-11%
CCn1c(SCc2ccccc2F)nnc1-c1ccncc1	-19	1	-1.6%	-25%	2	10	0%	.	3	2%	6%
COc1cccc(NC(=O)C(Cc2ccccc2)NC(=O)C2CCC(C)CC2)c1 (stereo not given)	9	-1	-0.2%	-4%	19	-11	-1%	28%	1	-1%	13%
O=C(COCC(=O)Nc1cccc(C(F)(F)F)c1)Nc1cccc(C(F)(F)F)c1	-7	-16	-0.6%	45%[activator]	1	14	3%	-12%	1	-2%	2%
COc1ccc(C(CNC(=O)c2ccc(-c3nc4ccccc4s3)o2)N2CCCC2)cc1 (stereo not given)	7	.	0.9%	.	2	-1	1%	.	-5	.	.
Cc1cc(C(F)(F)F)n(-c2nc(C(=O)Nc3ccccc3Oc3ccccc3)cs2)n1	.	1	-0.1%	-2%	-2	.	2%	-2%	.	-2%	-2%
Cn1c2c(c(=O)n(C)c1=O)C(NC(=O)c1cccs1)(C(F)(F)F)C(=O)N2 (stereo not given)	2	3	0.5%	8%	-2	17	1%	3%	3	0%	-2%
CCOC(=O)Cc1nnc(NC(=O)C(CC)Sc2nc(C)cc(=O)[nH]2)s1 (stereo not given)	-12	-2	-0.4%	-3%	0	-1	1%	0%	-17	-1%	8%
O=C(NC(N1CCOCC1)C(Cl)(Cl)Cl)c1ccco1 (stereo not given)	-24	4	0.0%	-24%	0	-3	1%	24%	-7	-1%	-8%
COc1ccc(N(C(C)=O)c2nc3ccccc3[nH]2)cc1	15	2	3.6%	-10%	-1	16	-1%	1%	-14	5%	-9%
Cc1[nH]c2ccccc2c1-c1csc(NC(=O)CSCCO)n1	2	-4	-0.1%	?	3	-10	10%	8%	-14	1%	2%
CCN(CC)C(=O)C[n+]1cccc(/C=N/O)c1	-7	2	-0.5%	-9%	0	19	4%	-3%	3	.	-4%
COc1cc(C(=O)OCC(=O)Nc2ccc(F)cc2F)cc(OC)c1OC	-15	6	0.1%	3%	5	-22	6%	-5%	-9	-5%	5%
(further entries)
SMILES	Giardia killer	Coupling enz	B2AR arrestin	Menin MLL FP TR	TRPV1 agonist	KCNH2 3.1 block	USP2a inh	PKM2 act	KCNH2 WT inh	GALK inh	MLL CXXC-DNA inh
COCCNC(=O)c1cc(S(=O)(=O)N(C)c2ccccc2OC)ccc1C	-11	-1	-0.4%	.	-2	-14	3%	-3%	-24	3%	-1%
Cc1ccc(N(CC(=O)Nc2c(C)cccc2C)S(C)(=O)=O)cc1	-1	-2	-0.8%	-12%	-1	-2	0%	3%	-11	.	-4%
CCN(C(=O)CSc1nnc(SC)s1)c1c(N)n(Cc2ccccc2)c(=O)[nH]c1=O	-2	.	0.3%	.	-2	-2	-1%	.	-7	.	.
Cc1cc(NC(=O)NCC(F)(F)F)no1	5	0	0.0%	.	1	19	1%	-6%	-4	10%	6%
CC1CCN(C(=S)c2ccc(-c3ccc(Cl)cc3Cl)o2)CC1	4	-1	-0.2%	-13%	2	5	1%	0%	5	-2%	6%
CC(=O)NS(=O)(=O)c1ccc(NC(=O)c2ccc3c(c2)OCO3)cc1	10	-1	-0.9%	-2%	2	-10	0%	28%	-4	1%	-1%
COc1cc2cc(CN(Cc3nnnn3Cc3ccco3)C3CCCCC3)c(=O)[nH]c2cc1OC	5	-33*	3.0%	18%	-3	-12	-11%	17%	5	1%	2%
Cc1ccc(-c2ccc(=O)n(Cc3c(F)cccc3Cl)n2)cc1	-11	-1	0.0%	?	?	-6	2%	.	4	.	8%
O=C(COC(=O)c1ccc(S(=O)(=O)N2CCCC2)cc1)NCc1ccc(Cl)cc1	3	2	0.3%	?	25	-19	2%	-1%	9	2%	24%
Cc1nn(CC(=O)NCc2ccccc2F)c(C)c1[N+](=O)[O-]	5	5	-0.2%	13%	6	0	-1%	1%	0	-1%	4%
Cc1c(NC(=O)c2ccc(Br)o2)cccc1C(=O)O	-11	2	3.4%	-5%	1	-4	1%	6%	-5	1%	1%
Cc1occc1C(=O)NC(C)c1ccc2c(c1)OCO2 (stereo not given)	10	5	0.0%	2%	4	8	2%	-7%	-6	-3%	-1%
Cc1cc(C(=O)CSc2nnc3ccccn23)c(C)n1-c1ccccc1	-11	-13	-0.4%	-14%	12	-3	4%	-12%	-3	0%	4%
Cc1ccc(Cl)cc1NC(=O)C1C2CCC(O2)C1C(=O)O (stereo not given)	-24	2	-1.0%	13%	2	-4	5%	0%	-2	3%	0%
CCOC(=O)NC(=O)/C(C#N)=N/Nc1ccc(F)cc1	26	1	0.1%	11%	0	12	1%	-8%	1	-1%	11%
CCC(C)NC(=O)c1cc(-c2ccc(OC)cc2)on1 (stereo not given)	12	-1	0.1%	8%	-1	0	2%	2%	-27	-2%	7%
COc1ccccc1NS(=O)(=O)c1cccc(C(=O)NN)c1	-8	0	-2.1%	44%[activator]	1	-2	-1%	-3%	3	-1%	-7%
COc1cc(NC(=O)CSc2nc3ccccc3c(=O)n2C)ccc1NC(=O)c1ccco1	-7	-1	-0.1%	16%	-2	14	0%	-2%	4	1%	1%
CCN(CC(=O)Nc1c(F)cccc1F)C(=O)Cc1ccsc1	-13	.	-0.5%	.	1	14	4%	.	-2	.	.
COc1cccc(C(=O)NNc2c3ccccc3nc3ccccc23)c1	-1	3	-0.5%	?	-2	2	0%	.	3	.	24%
COC(=O)C1=C(CCc2ccccc2)NC(=O)NC1c1ccc(Br)cc1 (stereo not given)	?	1	0.4%	32%[activator]	0	23	-2%	4%	-4	.	-1%
Cn1cc(-c2nnc(-c3ccccc3)o2)c2ccccc21	-15	-4	1.9%	11%	2	2	0%	-8%	3	0%	-2%
O=C(CCn1c(=O)[nH]c2ccsc2c1=O)N1CCN(c2ccc([N+](=O)[O-])cc2)CC1	12	2	-0.3%	23%	2	?	0%	0%	12	0%	-4%
Cc1ccc(CNC(=O)Cn2cccc2C(=O)c2ccccc2)cc1	-2	1	.	-1%	12	-3	.	4%	-1	-4%	3%

Some values from above.
In GALK inh, COCCNC(=O)c1cc(S(=O)(=O)N(C)c2ccccc2OC)ccc1C has the entry 3%
In TRPV1 agonist, Cn1cc(-c2nnc(-c3ccccc3)o2)c2ccccc21 has the entry 2
